FN deposit inh = inhibitors of fibronectin matrix deposition, primary screen, AH1F cells, Alexa488-fibronectin fluorescence, plate reader; AH1F fibroblasts, overnight; inhibition, % at 12.6 µM; hit rate 0.086% among 350,000; AID 743247, 2014;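 active = mean inhibition across replicates of 30% or more, regardless of how many single replicates reach that level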;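 note: positive control wells lacked labelled fibronectin entirely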
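Test system: AH1F fibroblast monolayer depositing Alexa488-labelled fibronectin into matrix. Input: 10000 cells per well. Technique: fluorescence, ex 485 nm, em 525 nm. Buffer or medium: DMEM plus 2% serum, read in PBS. Timing: 1 h cell adhesion before compound, then overnight fibronectin incubation. Compound: single dose, pinned. Read-out basis: inhibition from reduced deposited-fibronectin fluorescence.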
F508del corr = F508del CFTR correction, initial screen, CFBE line, single point | CFBE cells, YFP halide quenching; stimulated with forskolin plus potentiator P3; % fluorescence drop versus neutral controls | activity (quench increase), % at 7.58 µM | hit rate 0.36% among 350,000;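 active = mean added fluorescence quench of at least 8% versus neutral control, with both replicates also reaching 8%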;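 note: cells transiently co-express mutant CFTR-F508del with the halide-sensitive YFP; corrector assay measuring rescue of mutant channel to the surface after 24 h compound exposure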
GSIS activator = GLuc luminescence reporter in INS-1E cells, primary screen for activators of glucose-dependent secretion of insulin; INS-1E GLuc reporter insulin secretion, 2-3 h; hit rate 0.61% among 370,000; AID 743287, 2014; activation, % at 16.6 µM;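 active = lowest replicate activation of at least 40%, so every replicate reaches that level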;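 note: 0% = median of neutral control wells and 100% = median of IBMX positive control wells; some compounds called inactive have numbers as strong as hits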
The depositor's hits bear a star.

SMILES | FN deposit inh | F508del corr | GSIS activator
Cc1sc2nc(CSC(C)C(=O)N(C)CC(=O)Nc3ccccc3C(F)(F)F)[nH]c(=O)c2c1C (centres undefined) | -1 | 0.1 | 7
CC1CCCC(NC(=O)COC(=O)CN2C(=O)C3CCCCC3C2=O)C1C (centres undefined) | -16 | -3.2 | -8
O=c1cc(C(F)(F)F)nc(-c2cccnc2)[nH]1 | -2 | 0.6 | -4
COc1ccc(/C=C(\C#N)C(=O)OCCNC(=O)c2ccncc2)cc1 | -16 | -2.5 | -37
COc1ccc(/C=C2/SC(=O)NC2=O)cc1 | 3 | -2.2 | -16
Cc1csc(SCC(=O)NC(C)c2ccccc2)n1 (centres undefined) | 2 | 1.2 | 0
Brc1ccc(COCCc2cn(Cc3ccccc3)c3ccccc23)cc1 | 12 | -1.1 | -10
O=C(CCCNC(=O)/C(=C/c1ccccc1F)NC(=O)c1ccccc1)OCc1ccccc1 | -4 | -1.6 | -12
CCOC(=O)[C@]12CCCC=C1N(CCc1ccc(OC)c(OC)c1)C(=O)[C@H](CC(=O)N1CCCCC1)C2 | 2 | 1.4 | 12
CC(C)c1ccc(-n2cnn(-c3ncccc3[N+](=O)[O-])c2=O)cc1 | -10 | -5.7 | 4

5 compounds picked at random from the list so far:
SMILES | FN deposit inh | F508del corr | GSIS activator
O=c1cc(C(F)(F)F)nc(-c2cccnc2)[nH]1 | -2 | 0.6 | -4
O=C(CCCNC(=O)/C(=C/c1ccccc1F)NC(=O)c1ccccc1)OCc1ccccc1 | -4 | -1.6 | -12
Cc1sc2nc(CSC(C)C(=O)N(C)CC(=O)Nc3ccccc3C(F)(F)F)[nH]c(=O)c2c1C (centres undefined) | -1 | 0.1 | 7
Cc1csc(SCC(=O)NC(C)c2ccccc2)n1 (centres undefined) | 2 | 1.2 | 0
CCOC(=O)[C@]12CCCC=C1N(CCc1ccc(OC)c(OC)c1)C(=O)[C@H](CC(=O)N1CCCCC1)C2 | 2 | 1.4 | 12

More structures:
SMILES | FN deposit inh | F508del corr | GSIS activator
NS(=O)(=O)c1cc(C(=O)OCC(=O)NNC(=O)c2ccccc2)ccc1Cl | 5 | 3.6 | -1
CCOC(=O)c1ccc(-n2nc(C)cc2C)cc1 | -1 | 1.2 | -3
COc1ccc(/C=N/NC(=O)CN(c2ccc(OC)cc2)S(=O)(=O)c2ccccc2)cc1 | -4 | -0.5 | -1
CCC(=O)NC[C@H]1[C@@H](c2ccc(-c3ccc(C#N)cc3)cc2)[C@@H](CO)N1CCC(F)(F)F | 2 | 0.1 | 1
O=C(O)c1ccc(NC(CSCc2ccccc2F)C(=O)O)c([N+](=O)[O-])c1 (centres undefined) | 2 | -3.6 | -14
COc1cccc(CNC(=O)[C@H]2CCCN2C(=O)[C@H]2CCCN2C(=O)c2ccc(C)c(C)c2)c1 | 2 | 1.8 | 0
FC(F)(F)c1ccccc1NC(=S)N1CCc2ccccc2C1 | 5 | -2.7 | 2
COc1ccc(OCC(=O)O/N=C(\N)c2ccc(OC)cc2)cc1 | -9 | -1.2 | 1
CCCc1c(-c2cccc(Br)c2)ncn1CCc1ccccc1OC | 0 | -0.1 | 26
O=C(CSc1nncs1)NC1CCCc2ccccc21 (centres undefined) | 0 | -0.2 | 3
COc1ccc(S(=O)(=O)NC(N)=NCCc2ccccc2)cc1 | 5 | -0.7 | 0
Cc1ccc(C2=C(c3ccc([N+](=O)[O-])cc3)C(=O)OC2)cc1C | -6 | -2.0 | -2
CC(C)Cn1c(/C=N/Nc2nc3ccccc3[nH]2)nc2ccccc21 | -2 | -1.1 | 9
C=CCNC(=O)Nc1cc(Cl)ccc1OC | 15 | -6.1 | 30
O=C1CCCC(=O)N1CCCCCCN1C(=O)CCCC1=O | -1 | 1.3 | 1
CC1CC(Nc2ccccc2)=NC1(C)C (centres undefined) | 4 | -1.1 | 31
COCC(=O)N1CCN(C(=O)C(=O)c2cccc(C(F)(F)F)c2)CC1 | 3 | -2.3 | -11
CC(=O)Nc1ccc(SCC(=O)Nc2cc(C(C)(C)C)nn2-c2ccccc2)cc1 | -3 | 5.3 | -6
CCC1S/C(=N/N=C/c2ccco2)NC1=O (centres undefined) | -3 | 0.1 | 8
CCCCn1nnnc1C1(C)CCC(=O)N1c1ccc(N2CCOCC2)cc1 (centres undefined) | 4 | -1.0 | 1
Cc1ccc(C(=O)NC(=S)Nc2nc(-c3cccc([N+](=O)[O-])c3)cs2)c(Cl)c1 | 2 | -1.3 | -3
Cc1onc(-c2ccccc2)c1C(=O)N1CCN(C(=O)C(=O)c2cccc(C(F)(F)F)c2)CC1 | 7 | 2.6 | -35
C=CCn1c(Cn2c(-c3cnccn3)nc3ccccc32)nc2ccccc21 | -5 | -3.8 | 29
CCN(CCn1cccn1)C(=O)CC1C(=O)NCCN1Cc1cccc(OC)c1OC (centres undefined) | -1 | -2.8 | -8
COC[C@@H]1CCCN1c1ccc2c(c1)O[C@H](COCc1ccccc1)CN([C@H](C)c1ccccc1)S2(=O)=O | 0 | 6.1 | -9
COc1cccc(C(=O)NC2CC3CCCC(C2)N3Cc2ccc(F)cc2)c1 (centres undefined) | 4 | 2.0 | -17
CCCc1ccc(OCCNC(=O)C2CCCCC2)cc1 | -2 | 0.8 | -5
CC1CCN(CCOCCOc2ccccc2-c2ccccc2)CC1 | -2 | -0.9 | 12
CSc1ccc(NC(=O)Nc2cccn(Cc3ccccc3)c2=O)cc1 | 1 | 0.7 | 1
Cc1cc(C(=O)OCC(=O)Nc2ccc(S(N)(=O)=O)cc2)c2ccccc2n1 | 9 | 0.5 | 21

Grouped by structure: the compounds so far with bromine.
SMILES | FN deposit inh | F508del corr | GSIS activator
Brc1ccc(COCCc2cn(Cc3ccccc3)c3ccccc23)cc1 | 12 | -1.1 | -10
CCCc1c(-c2cccc(Br)c2)ncn1CCc1ccccc1OC | 0 | -0.1 | 26

Further entries.
SMILES | FN deposit inh | F508del corr | GSIS activator
Nc1ncc(N=Nc2cc(C(=O)O)ccc2Cl)s1 | -1 | 0.6 | 8
CCOC(=O)/C(=C\Nc1ccc(OCc2ccccc2)cc1)NC(=O)c1ccccc1 | -9 | -1.9 | 3
Cc1ccc(CN2C(=O)CCC2(C)c2nnnn2-c2c(C)cccc2C)cc1 (centres undefined) | -27 | 1.1 | -29
CCN(CC)CCNC(=O)c1ccc(NC(=O)c2cn(-c3ccccc3)nc2-c2cccs2)cc1 | 17 | -10 | -2
O=C(CSc1ccc(F)cc1)NC1CCCCC1 | -6 | -3.0 | -11
Clc1ccc2c(-c3ccccc3)nc(-c3cccs3)nc2c1 | 5 | 6.8 | 8
COC(=O)c1scc(C)c1NS(=O)(=O)c1ccc(NC(C)=O)cc1 | 7 | 1.7 | 6
CCC1(CC)NC(=O)N(CC(=O)OCC(=O)Nc2sccc2C#N)C1=O | -4 | 1.1 | -4
NC(Cc1ccc(O)cc1)C(=O)NN=Cc1ccccc1Cl (centres undefined) | 7 | 1.9 | 16
CC(C)(C#CC(O)(c1ccccc1)c1ccccc1)N1CCCC1 | 2 | -3.2 | -1
O=C(C1CCCC1)N1CC2(C1)[C@@H](c1ccccc1)[C@@H](CO)N2CCC(F)(F)F | -3 | 0.7 | 7
N/C(Cc1ccc(Cl)cc1Cl)=N\OC(=O)Cc1ccc(Cl)cc1 | 3 | -1.7 | -3
CC(=O)Nc1ccccc1P(=O)(c1ccccc1)c1ccccc1OC(C)=O (centres undefined) | -1 | -1.2 | -1
CCn1c(C)[n+](Cc2ccccc2)c2ccc(C(=O)OC)cc21 | -4 | 0.4 | 8
COc1ccc2nc(N(CCN(C)C)C(=O)/C=C/c3cccs3)sc2c1 | 2 | 1.5 | -33
COc1cc(/C=N/Nc2ncc(C(F)(F)F)cc2Cl)cc(OC)c1OC | 1 | 3.6 | 7
COc1ccc(C2CC(=O)C(c3cccc(C)c3)=CN2Cc2ccccc2)cc1 (centres undefined) | 1 | -0.5 | -23
Cc1ccccc1N1CCN(C2=NC(=O)/C(=C/c3cn[nH]c3-c3ccccc3)S2)CC1 | 3 | 0.7 | 6
CC(=O)Oc1cc2c(cc1Cl)C(c1cccs1)CC1(CC(C)(C)NC(=S)N1)O2 (centres undefined) | 4 | 1.8 | -12
COc1ccc(NC(=S)SC)cc1OC | -3 | -4.4 | -2
C=CCOc1ccc(/C=C/C(=O)N2CCCN(S(=O)(=O)c3c(C)noc3C)CC2)cc1 | -10 | -2.5 | -26
CCOC(=O)C1=C(C)NC(=S)NC1c1ccsc1 (centres undefined) | 7 | 0.8 | -6
Cc1cc(S(=O)(=O)N2CCN(CC(=O)N(C)Cc3ccccc3)CC2)ccc1Br | 2 | 0.8 | -30
O=C(COc1ccccc1)Nc1ccccc1NS(=O)(=O)c1cccs1 | -1 | 0.8 | -7
O=C1NC[C@H](CCCCN2C[C@H](Cc3ccc(O)cc3)N(Cc3ccccc3)C(=O)C2=O)N(CC2CCCCC2)C1=O | 4 | -3.5 | -9
CC1CCN(CCC(=O)Nc2nccs2)CC1 | 3 | -0.7 | 11
CCCCCNC(=O)C(C1CC1)n1c(=O)c(-c2ccccc2)nc2ccccc21 (centres undefined) | -8 | -1.9 | -31
CCN(CC)c1ccc(/C=N/O)cc1 | -3 | -3.2 | 11
CC(C)[C@H]1COCCS(=O)(=O)N1Cc1ccccc1-c1cccc2c1sc1ccccc12 | -7 | -1.1 | 15
CC(=O)Nc1ccc2nc(NC(=O)C(Cl)(Cl)Cl)sc2c1 | -2 | -0.9 | -11

Single records, as listed above. Screens in order: FN deposit inh	F508del corr	GSIS activator
Results for Cc1cc(S(=O)(=O)N2CCN(CC(=O)N(C)Cc3ccccc3)CC2)ccc1Br : 2	0.8	-30
Results for CCOC(=O)C1=C(C)NC(=S)NC1c1ccsc1 (centres undefined) : 7	0.8	-6

Just F508del corr (three entries from above):
SMILES	F508del corr
CC1CCN(CCC(=O)Nc2nccs2)CC1	-0.7
CCCCCNC(=O)C(C1CC1)n1c(=O)c(-c2ccccc2)nc2ccccc21 (centres undefined)	-1.9
CCN(CC)c1ccc(/C=N/O)cc1	-3.2

Other entries follow:
SMILES | FN deposit inh | F508del corr | GSIS activator
Cc1ccc(C)c(OCC(=O)Nc2cc(C(=O)O)cc(C(=O)O)c2)c1 | -8 | 0.1 | 23
N#C[C@@H]1[C@@H](c2ccccc2-c2cccc(F)c2)[C@H](CO)N1C(=O)C1CCCC1 | -6 | -0.4 | -20
N/C(=N\OC(=O)CSc1ccccc1)c1cccc([N+](=O)[O-])c1 | -6 | 3.8 | 6
CCCOc1ccc(N2C(=O)CC(N(CCc3ccc(OC)c(OC)c3)C(=O)c3ccccc3)C2=O)cc1 (centres undefined) | 0 | -0.9 | -3
CCOC(=O)C1CSCCS(=O)(=O)N1Cc1ccc(C)cc1 (centres undefined) | 11 | -3.3 | 6
CCC(CO)Nc1ncc([N+](=O)[O-])cc1C#N (centres undefined) | -4 | -2.4 | -2
COc1ccc2oc3c(ccc[n+]3C)c(=O)c2c1 | 10 | -2.1 | 5
c1ccc(-c2nnc3nc(N4CCCCC4)nc(N4CCCCC4)n23)cc1 | 4 | 5.0 | 16
COC(=O)c1cc2c(ccn2-c2ccc(F)cc2)n1Cc1ccc(OC(C)=O)cc1 | 8 | -5.1 | -12
CC1(C)CC(Nc2ccc(C(F)(F)F)cc2[N+](=O)[O-])CC(C)(C)N1 | -12 | -0.6 | -2
COc1cccc(NC(=O)C(C)N2C(=O)c3ccccc3S2(=O)=O)c1 (centres undefined) | 8 | 0.4 | 22
Nc1nonc1-n1nnc(C(=O)N/N=C/c2ccc(OCc3cccc(Cl)c3)cc2)c1CN1CCCCC1 | -10 | 4.0 | 12
S=C(NCC1CCCO1)NC12CC3CC(CC(C3)C1)C2 (centres undefined) | -2 | 2.5 | -2

The list is partial; count on the stated rates, not on these rows.
